# RAD52 inh: blocks human RAD52 DNA annealing; 360,000 tested, 0.46% active; P43351; inhibition, % at 18.7 µM; recombinant RAD52 DNA annealing, FRET fluorescence;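 active means every replicate showing at least 50% inhibition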
# E-selectin induc: E-selectin induction on HUVECs | P16581 | HUVEC E-selectin immunofluorescence imaging; normalized: neutral wells 0, TNF-alpha wells 100 | activation, % at 7.58 µM | 260,000 tested, 0.37% active | AID 686992;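 active means mean E-selectin-positive cell signal at least 10% of the positive control, reached in at least 60% of replicates, without over 20% cell loss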;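 further: in these data hits start at about 27%; measured in HUVEC primary endothelial cells; signal is the percent of cells scored E-selectin positive by PE staining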
#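 Test system – human umbilical vein endothelial cells (HUVEC), E-selectin induction · Input – 3,000 HUVEC seeded per well · Buffer or medium – EGM-2, gelatin · Compound dosing – single-point compound dose · Detection – immunofluorescence imaging · Measure – percent E-selectin-positive cells · Controls – TNF-alpha high, DMSO low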
# esBAF inh: inhibitors of esBAF chromatin remodeling in mouse ES cells. AID 602393. reporter increase, % at 12.5 µM. Bmi1-luciferase knock-in reporter, 24 h; 100% = twice the neutral-well signal. 350,000 tested, 2% active; in the data active means activation above about 40%;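 further: 0% = median of the plate's neutral control wells and 100% = double that signal; a rise in the Bmi1 reporter signal indicates esBAF inhibition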
# S100A4 inh HTS: S100A4-myosin IIA interaction inhibition | P26447 | 360,000 tested, 0.14% active | AID 652163 | inhibition, % at 10.7 µM | S100A4/TAMRA-MyoIIA peptide fluorescence polarization;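 active means mean inhibition of at least 70% across replicates, with every replicate also reaching that level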
# Target sequence (P26447 whole entry, looked up): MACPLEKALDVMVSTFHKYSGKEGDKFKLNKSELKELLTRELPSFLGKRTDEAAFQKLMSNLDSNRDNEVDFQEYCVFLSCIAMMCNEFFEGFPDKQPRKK
#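 Compound dosing: one dose per compound; test system: human S100A4 monomer with TAMRA-labelled myosin IIA peptide; probe or stimulus: TAMRA-labelled myosin IIA heavy-chain peptide probe, 5 nM; medium: HEPES buffer with Ca2+, pH 7.2; schedule: 5 min incubation before reading; benchmarks: neutral control DMSO, positive control TFP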
# XiGFP reactiv: reactivates the inactive X chromosome in mouse fibroblasts; activation, % at 7.58 µM; XiGFP mouse fibroblasts, % GFP-positive cells imaging, 3 d; cells co-treated with 5-aza-dC sensitizer; scaled so ellipticine positive control = 100%; 360,000 tested, 0.055% active;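 active means mean normalized replicate activation at least 10% and every replicate at or above 10%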;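 further: 0% = median of on-plate neutral control wells and 100% = ellipticine 6 µM median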
#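 assay system = SV40-immortalized XiGFP fibroblast cells, line 68-5-11 | buffer or medium = DMEM plus 5-aza-dC sensitizer | doses = single-point pinned compound dosing | times = 3-day compound exposure, then 15 min fixation at room temperature | benchmarks = positive control ellipticine, 6 µM final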
# FN deposition inh: fibronectin deposition inhibition; inhibition, % at 12.6 µM; 350,000 tested, 0.086% active; AH1F fibroblasts, Alexa488-fibronectin deposition fluorescence, overnight;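 active means mean inhibition across replicates of 30% or more, regardless of how many single replicates reach that level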;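 further: positive control wells lacked labelled fibronectin entirely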
#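 test system = AH1F fibroblasts assembling fluorescent fibronectin matrix | quantity = 10000 AH1F cells per well | buffer or medium = DMEM plus 2% serum, read in PBS | doses = single dose, pinned | incubation = 1 h cell attachment, overnight exposure to compound and label | detection = fluorescence at 485 nm excitation, 525 nm emission | read-out basis = inhibition from reduced deposited-fibronectin fluorescence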
# RAD54 inh: RAD54 (human) branch migration inhibition. RAD54 Holliday junction branch migration, FAM/BHQ fluorescence. inhibition, % at 10.4 µM. 360,000 tested, 0.14% active;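 active means mean normalized replicate activity at least 40 and at least half of replicates scoring 40 or more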;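 further: 0% = median of neutral control wells and 100% = median of positive control wells; inhibitors cause a drop in the FAM fluorescence signal; in these data hits start at about 50%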
# Target sequence (Q92698 whole entry, looked up): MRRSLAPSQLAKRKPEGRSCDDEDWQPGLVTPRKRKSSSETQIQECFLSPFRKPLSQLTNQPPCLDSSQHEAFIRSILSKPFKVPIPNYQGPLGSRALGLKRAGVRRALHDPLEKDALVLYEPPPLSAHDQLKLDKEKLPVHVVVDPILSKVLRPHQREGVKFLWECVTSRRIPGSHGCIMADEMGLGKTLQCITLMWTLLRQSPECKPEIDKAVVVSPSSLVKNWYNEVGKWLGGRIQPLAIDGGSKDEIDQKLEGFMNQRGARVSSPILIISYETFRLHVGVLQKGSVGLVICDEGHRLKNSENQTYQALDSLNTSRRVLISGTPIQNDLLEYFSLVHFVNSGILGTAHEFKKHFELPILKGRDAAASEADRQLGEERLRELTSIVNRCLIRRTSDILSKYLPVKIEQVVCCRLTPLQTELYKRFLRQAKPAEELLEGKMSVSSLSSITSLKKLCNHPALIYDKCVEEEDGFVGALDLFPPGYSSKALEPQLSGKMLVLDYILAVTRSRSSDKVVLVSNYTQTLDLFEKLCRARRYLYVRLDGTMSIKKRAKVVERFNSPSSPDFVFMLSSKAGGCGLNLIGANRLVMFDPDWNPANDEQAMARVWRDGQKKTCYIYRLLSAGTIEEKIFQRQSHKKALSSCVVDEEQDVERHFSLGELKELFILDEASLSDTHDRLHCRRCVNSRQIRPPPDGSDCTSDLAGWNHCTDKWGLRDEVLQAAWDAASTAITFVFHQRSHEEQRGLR
# EWS-Fli block: inhibitors of EWS/Fli oncoprotein transcriptional activity; A673 NR0B1-luciferase reporter, viability-normalised; inhibition, % at 12.6 µM; 350,000 tested, 0.67% active; AID 651661;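 active means mean inhibition of at least 50% after viability correction, with every replicate also passing that limit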;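 further: firefly luciferase signal divided by Alamar Blue viability fluorescence both relative to DMSO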
# Active calls of the source: *; · = no result given; & = joins results of further samples; ! = a repeat was not active. Compounds as they come; overall some 3% were active at least once.
# The line under a structure holds: E-selectin induc	RAD54 inh	EWS-Fli block	XiGFP reactiv	S100A4 inh HTS	FN deposition inh	RAD52 inh	esBAF inh
> CNC(=O)C[C@@H]1CC[C@H]2[C@H](COc3ccc(NC(=O)c4cccc(OC)c4)cc3C(=O)N2C)O1
    0.1	6	-4	0.2	1	3	10	1
> O=C(Nc1ccc(C(=O)N2CCOCC2)cc1)C1CCCC1
    1.4	11	-2	0.0	13	2	-4	0
> CCOC(=O)CNc1nc(C(C)(C)C)nc2c1nnn2Cc1ccccc1
    ·	-6	-6	1.4	11	-5	-9	11
> COCC(=O)Nc1ccc2c(c1)C(=O)N(C)[C@H]1CC[C@H](CC(=O)Nc3cccc(C)c3)O[C@@H]1CO2
    ·	0	2	·	5	·	2	2
> CCOC(=O)c1c(-c2cccs2)csc1NC(=O)CN(CC)CC
    -2.6	-3	·	·	·	12	·	0
> CN1C(=O)[C@H]2[C@@H](c3ccccc3)N[C@]3(CCCN(Cc4ccco4)C3=O)[C@H]2C1=O
    -0.2	-7	10	0.3	-2	6	-4	2
> CC(NC1=CC(=O)c2cccnc2C1=O)C(O)c1ccccc1 (stereo not given)
    -0.1	·	31	0.1	6	4	-8	·
> Cn1nc(N)c2ncc(C(Cl)(Cl)Cl)nc21
    0.2	2	5	0.1	1	·	-30	-9
> CNC(=O)C[C@H]1CC[C@H]2[C@@H](COc3ccc(NS(=O)(=O)c4cccc(F)c4)cc3C(=O)N2C)O1
    1.9	-13	3	0.2	-26	2	-1	1
> S=C(NN=Cc1ccccn1)N(Cc1ccccn1)Cc1ccccn1
    ·	·	0	0.0	-4	8	-15	-27
> COc1ccc(NC(=O)N2C[C@@H](O)COC[C@@H]3O[C@H](CC(=O)NCc4ccccc4OC)CC[C@H]32)cc1
    0.3	5	-10	0.1	-25	-2	6	1
> C[C@H](CO)N1C[C@H](C)[C@H](CN(C)S(=O)(=O)c2ccccc2)OCCCC[C@H](C)Oc2ccc(NS(=O)(=O)c3cccs3)cc2C1=O
    ·	-8	-3	0.1	2	-8	-15	11
> CCCNC(=O)N[C@H]1C=C[C@@H](CC(=O)NCCc2ccccc2)O[C@H]1CO
    0.0	·	6	0.5	·	1	·	-7
> Cc1cccc(C(=O)Oc2cc(C)[nH]c(=O)c2[N+](=O)[O-])c1
    -0.2	-5	5	0.0	1	20	-2	-9
> O=C(c1ccccn1)N1C[C@H]2[C@@H](c3ccccc31)[C@@H](CO)N2C(=O)Nc1ccccc1F
    0.0	-8	5	0.0	-24	-18	7	-3

# Additional records.
# The line under a structure holds: E-selectin induc	RAD54 inh	EWS-Fli block	XiGFP reactiv	S100A4 inh HTS	FN deposition inh	RAD52 inh	esBAF inh
> CCc1ccc(OC(C)C(=O)N(Cc2ccccc2)C2CCS(=O)(=O)C2)cc1 (stereo not given)
    ·	-3	-6	0.3	1	12	-2	-5
> CCCSc1nnc(NC(=O)c2ccco2)s1
    -0.8	·	-28	0.4	4	5	-18	·
> CN(Cc1cccnc1)C(=O)CCCc1c[nH]c2ccccc12
    0.0	-3	11	0.0	5	2	-11	-1
> COC(=O)N1CCCCC1c1cc(C(=O)N2CCOCC2)no1 (stereo not given)
    9.7	-14	-5	-0.1	-2	3	-2	-9
> Cc1ccc(S(=O)(=O)N(C)C)cc1NC(=O)COC(=O)/C=C/c1ccc(F)cc1
    -2.0	-7	-2	0.0	-9	-6	7	-8
> COc1ccccc1N1CCN(C(=O)c2cccc(S(=O)(=O)Nc3ccccc3F)c2)CC1
    0.9	2	14	0.1	-38	7	-43	9
> COc1ccc(CN(C)C[C@H]2Oc3c(NC(=O)NC4CCCCC4)cccc3C(=O)N([C@H](C)CO)C[C@@H]2C)cc1
    1.5	-2	21	1.4	39	-37	9	1
> CN1CCCCN2[C@H](CO)[C@@H](c3ccc(/C=C/c4ccccc4)cc3)[C@H]2C1
    -0.2	8	-25	0.0	-1	·	53*	4
> C[C@H]1CN([C@@H](C)CO)C(=O)Cc2cc(NC(=O)Nc3ccc4c(c3)OCO4)ccc2O[C@@H]1CN(C)C(=O)Nc1ccc(C(F)(F)F)cc1
    -0.7	-4	-3	-1.2	-6	·	12	-4
> O=C(O)CC1(CC(=O)NCc2ccncc2)CCCCC1
    0.5	0	9	0.0	0	-7	-9	·
> CCCN(C1CCS(=O)(=O)C1)S(=O)(=O)c1ccc2ccccc2c1 (stereo not given)
    ·	-4	3	-0.1	-2	-11	-15	7
> CCC1(c2ccc(F)cc2)NC(=O)N(CC(=O)Nc2ccc(C(N)=O)cc2)C1=O (stereo not given)
    0.1	-8	7	0.0	19	16	0	-1
> CC(C)(C)n1ncc2c(=O)n(CC(=O)N3CCCCC3)cnc21
    0.6	·	-10	0.2	-11	4	1	·
> CC(C)(C)OC(=O)N1CCC(CC2CC(c3ccc(Cl)cc3)=NO2)(C(=O)NCC2CCCCC2)CC1 (stereo not given)
    ·	-4	-38	0.0	-4	-13	-14	14
> NC(=O)COc1ncnc2scc(-c3ccc(F)cc3)c12
    0.3	·	0	0.0	7	9	9	·

# Going on with the list.
# The line under a structure holds: E-selectin induc	RAD54 inh	EWS-Fli block	XiGFP reactiv	S100A4 inh HTS	FN deposition inh	RAD52 inh	esBAF inh
> FC(F)(F)c1ccc2c(c1)[nH]c(=S)n2C1CC1
    ·	·	-7	0.1	-8	·	-9	·
> C[C@@H]1CN([C@H](C)CO)C(=O)c2cccc(NC(=O)C3CCOCC3)c2O[C@H]1CN(C)S(=O)(=O)c1ccc(Cl)cc1
    2.4	9	-9	-0.1	-1	·	-4	5
> Cc1ccc(C(=O)c2cnc3cc4c(cc3c2S(=O)(=O)c2ccccc2)OCCO4)cc1
    1.0	4	-6	0.0	-1	-2	-14	118*
> O=C1CC(SCc2nc3ccccc3[nH]2)C(=O)N1c1cccc(Cl)c1 (stereo not given)
    ·	4	·	·	-27	·	-33	4
> C[C@H](CO)N1C[C@H](C)[C@@H](CN(C)Cc2ccccc2)Oc2ccc(NC(=O)Nc3ccc(F)cc3)cc2CC1=O
    -0.1	-1	4	0.0	10	·	-9	1
> C[C@H](NC(=O)C[C@@H]1CC[C@@H]2[C@H](COc3ccc(NC(=O)C4CCOCC4)cc3C(=O)N2C)O1)c1ccccc1
    0.2	-3	-3	0.1	0	-1	-6	-2
> Cc1ccc(-c2ccccc2[C@@H]2[C@@H](CO)N(C(=O)NC3CCCC3)[C@H]2C#N)cc1
    -0.1	·	6	0.0	-35	-7	-3	·
> CC(=O)N1[C@@H](CO)[C@@H](c2ccccc2)C12CN(C(=O)c1ccc3c(c1)OCO3)C2
    -0.1	·	2	0.3	-26	·	-5	·
> O=C(Nc1ccc(NC(=O)c2cccs2)cc1)c1cccnc1
    -2.2	·	-10	0.2	-3	2	-18	·
> O=C(C[C@H]1C[C@@H]2c3cc(NC(=O)C4CCC4)ccc3O[C@@H]2[C@H](CO)O1)NCc1ccccc1F
    -0.4	5	-7	0.2	2	-3	-8	2
> Nc1nc(-c2ccc(Cl)cc2)nc(-c2ccc(Cl)cc2)n1
    -0.6	4	-2	-0.2	-9	0	-10	-5
> COc1ccccc1OCCNC(=O)c1ccccc1OCc1c(C)noc1C
    2.3	-5	-4	0.0	1	4	10	-3
> C[C@H]1CN([C@@H](C)CO)C(=O)c2cc(NC(=O)Cn3cnnn3)ccc2O[C@H]1CN(C)Cc1ccncc1
    -0.4	8	2	0.0	-1	·	18	8
> CC(C)c1cc(C(=O)N2CCCC(N3CCN(c4ccccc4F)CC3)C2)nc(N)n1 (stereo not given)
    0.1	8	·	0.0	5	6	-15	6
> O=C(Oc1ccc(N(C(=O)c2ccncc2)S(=O)(=O)c2ccc(Cl)cc2)cc1)c1ccncc1
    ·	1	9	0.0	1	-10	-34	-4

# Going on with the list.
# The line under a structure holds: E-selectin induc	RAD54 inh	EWS-Fli block	XiGFP reactiv	S100A4 inh HTS	FN deposition inh	RAD52 inh	esBAF inh
> CC1(c2cc(F)ccc2F)NC(=O)N(CC(=O)Nc2cccc(S(=O)(=O)N3CCCC3)c2)C1=O (stereo not given)
    -0.5	3	9	-0.1	0	2	-13	-5
> CCOc1ccc(OCc2ccc(C(=O)NC(C)(C)C)o2)cc1
    ·	-15	-42	0.0	-4	4	-18	14
> Cc1cc(C)c(OCC(=O)NCCCn2nc(C)cc2C)c(C)c1
    -0.6	-10	1	0.0	2	-2	8	-1
> Nc1ccn(CCCNCC(c2ccccc2)c2ccccc2)c(=O)n1
    -0.6	1	-5	-0.2	1	·	-21	-7
> C[C@H](CO)N1C[C@H](C)[C@H](CN(C)S(=O)(=O)c2cccs2)Oc2ccc(NC(=O)Nc3ccc(F)cc3)cc2CC1=O
    0.2	6	0	0.0	5	-3	-21	-4
> CC(C)c1cc(CNC(=O)CCc2nnc(CCCCc3ccccc3)o2)on1
    0.0	-9	-9	-0.1	6	-5	-12	1
> COc1cccc(-c2ccc3c(c2)[C@H]2[C@H](CCN2C(=O)C2CC2)[C@@H](CO)N3)c1
    0.0	·	-3	-0.1	9	3	-1	·
> O=C1CN(C(=O)COc2c(Cl)cccc2Cl)c2ccccc2N1
    0.6	7	-2	0.0	6	-7	-5	1
> COc1ccc(NC(=O)N2C[C@@H]3N[C@H](C2)C3c2ccc(-c3cccc(OC)c3)cc2)cc1 (stereo not given in full)
    0.0	·	3&-5	0.2	-13&-3	6	54*!	·
> O=C(c1ccc(Br)o1)N1CCN=C1SCc1cccnc1
    ·	2	6	-0.1	2	-1	-15	-7
> C[C@H](CO)N1C[C@H](C)[C@H](CN(C)S(=O)(=O)c2cn(C)cn2)Oc2c(NC(=O)c3ccncc3)cccc2C1=O
    -1.3	13	-6	0.1	7	·	-9	-2
> CN1c2ccc(-c3ccc(F)cc3)cc2[C@@H]2[C@@H](CCN2C(=O)c2ccncc2)[C@H]1CO
    1.1	16	-12	0.5	1	12	-4	-2
> Oc1c(Br)cc(Br)cc1/C=N/Nc1ccc(Cl)nn1
    0.3	-1	16	0.0	-2	10	-7	-62
> C=CCn1c(SCC(=O)c2[nH]c(C)c(C(=O)OCC)c2C)nc2scc(-c3ccccc3)c2c1=O
    -3.0	·	-15	0.2	-4	2	-8	·
> COc1ccc(Cl)cc1NC(=O)C(=O)NCc1ccncc1
    ·	·	-7	0.1	-1	-6	-9	·
> CSCCNCc1c(C(=O)N2CCOCC2)nc2c(C)cccn12
    -0.1	-6	-1	0.8	-8	0	-11	-4
> COc1ccccc1-c1ccc2c(c1)[C@@H]1[C@@H](CCN1C(=O)C1CCC1)[C@H](CO)N2
    1.6	·	17	0.2	-1	0	2	·
> CCN(CC)c1ccc(NC(=S)NCC2CCCO2)cc1 (stereo not given)
    ·	·	-22	0.3	0	-3	4	·

# Whole records, quoted from the list.
# Record of `O=C(O)CC1(CC(=O)NCc2ccncc2)CCCCC1` = E-selectin induc = 0.5; RAD54 inh = 0; EWS-Fli block = 9; XiGFP reactiv = 0.0; S100A4 inh HTS = 0; FN deposition inh = -7; RAD52 inh = -9; esBAF inh = ·
# Record of `Cc1ccc(S(=O)(=O)N(C)C)cc1NC(=O)COC(=O)/C=C/c1ccc(F)cc1` = E-selectin induc = -2.0; RAD54 inh = -7; EWS-Fli block = -2; XiGFP reactiv = 0.0; S100A4 inh HTS = -9; FN deposition inh = -6; RAD52 inh = 7; esBAF inh = -8
